From PubChem
a7 integrin act: qHTS for Activators of Integrin-Mediated Alleviation for Muscular Dystrophy; alpha7betagal myoblasts, beta-gal FDG fluorescence, 48 h; actives 0.064% (n = 350,000); Potency, µM (highest dose often 38.3 µM), without a hit: top-dose activation, actives largely listed as activators;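 also: potency is read from the fitted curve at half-maximal effect; 100% = response of the positive control SU9516; nearly all actives have a fitted effect of over 60% in size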
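Alpha7betagal+/- myoblasts (passage 13) were plated 16-24 hr, then exposed to compounds (1:260 dilution of DMSO stock) for 48 hours at 37C. After MPER lysis, β-galactosidase reporter activity was read as FDG fluorescence (ex 480/em 540) after 30 minutes.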
Mito fusion yeast: qHTS Assay for Small Molecule Inhibitors of Mitochondrial Division or Activators of Mitochondrial Fusion. actives 0.23% (n = 320,000). S. cerevisiae fusion-defective mutant growth rescue, CellTiterGlo 48 h. AID 485298, 2010. Potency, µM (doses to about 46.1 µM), inactives show at the highest dose growth rescue (activation), actives largely listed as activators;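 also: potency is read from the fitted curve at half-maximal effect; % of control where 0% means no effect; nearly all actives have a fitted effect of over 45% in size; temperature-sensitive fusion mutants such as fzo1-1 at 37 °C on non-fermentable ethanol glycerol medium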
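Compounds are tested for their ability to restore growth of mitochondrial fusion-defective yeast strains at non-permissive 37C in YPEG medium over 48 hours. Viability is quantified by luciferase luminescence.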
A-T KAP1 phos: qHTS Assay for Identifying a Potential Treatment of Ataxia-Telangiectasia. […] A-T fibroblasts, KAP-1 phosphorylation AlphaLISA; neocarzinostatin DNA damage 30 min before lysis. Potency, µM (doses to about 57.5 µM), for the others: at the top dose activation, most hits filed as activators. actives 0.19% (n = 320,000); also: potency is read from the fitted curve at half-maximal effect; % of control where 0% means no effect; nearly all actives have a fitted effect of over 45% in size
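hTERT-immortalized A-T patient fibroblasts ([…]), 500 cells/well in OPTI-MEM, 1% FBS, got compounds for 60 min, then NCS for 30 min at 37C. Lysates were then assayed for phospho-KAP-1 by AlphaLISA (anti-pKAP1 donor, anti-KAP1 acceptor beads), 6 hr at 25C.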
TCR act: Activators of T cell receptors: qHTS campaign; primary human leukocytes, anti-CD3, IL-2 HTRF, 48 h; Potency, µM (highest dose often 9.22 µM), for the others: at the top dose activation of IL-2 secretion, usual class: activators; 330,000 tested, under 10 active; AID 504894, 2011; also: % of control where 0% means no effect
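Primary human leukocytes incubated 48 hr with anti-CD3 beads plus compound, without co-stimulation. Secreted IL-2 measured by HTRF (europium cryptate/d2 anti-IL-2 pair, 320 nm excitation, 665 nm emission).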
Eya2 phos inh: qHTS Assay for Inhibitors of the Phosphatase Activity of Eya2 | recombinant Eya2, OMFP fluorescence dephosphorylation (OMFP is methylfluorescein phosphate) | Protein phosphatase EYA2 (Homo sapiens), O00167 | actives 0.006% (n = 330,000) | Potency, µM (doses to about 76.9 µM), inactives show top-dose activity, negative = inhibition, hits mostly inhibitors | AID 488837, 2010; also: potency is read from the fitted curve at half-maximal effect; % is scaled to controls: 0 for no effect and ±100 for the full control effect
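Eya2 protein (added as 0.2 uM solution) was preincubated with compound for 10 min at ambient temperature in 50 mM HEPES pH 7.5, 50 mM NaCl, 5 uM MgCl2, 0.05% BSA, 1 mM DTT. OMFP (added at 50 uM) then reacted 10 min; fluorescence read at 485/525 nm.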
Chronic BCR inh: qHTS Assay to Find Inhibitors of Chronic Active B-Cell Receptor Signaling; ABC-DLBCL IkBa-CBG/CBR reporter, luminescence ratio, 4 h; AID 493014, 2011; Potency, µM (highest dose often 46.1 µM), without a hit: at the highest dose ratio change, negative = lower green/red ratio, actives largely listed as inhibitors; actives 0.05% (n = 340,000); active = well fitted inhibition curve with a large enough effect in the signal ratio, with a control signal flat, not every such curve was filed as active; inconclusive = small, poorly fitted or top-dose-only effect, or effect the other way, or a change in a side signal; the % refers to the signal ratio;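 also: potency is read from the fitted curve at half-maximal effect; plate controls were basal doxycycline-induced cells for no effect and cells given 10 µM MG132 for full effect; MG132 reads +100%, hits lower the ratio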
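Compounds up to 46 uM were incubated four hours with TMD8 cells whose green CBG68 luciferase is fused to IkappaBalpha; red CBR luminescence normalised the signal, and concentration-effect curves were fitted to fusion, red and ratio data.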
TSHR antag: Antagonists of the Thyroid Stimulating Hormone Receptor: HTS campaign; TSHR-expressing cells, TSH-stimulated cAMP HTRF, 2 h; active compounds read low; activity change, negative = inhibition, % at 11.5 µM; actives 0.2% (n = 330,000); AID 504810, 2011;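 active = activity change below a set negative limit, meaning inhibition stronger than a set level, cut at about -70% in these data; inconclusive = activity change between two set negative limits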; also: % is scaled to controls: 0 for no effect and ±100 for the full control effect
Target sequence (P16473 whole entry, looked up): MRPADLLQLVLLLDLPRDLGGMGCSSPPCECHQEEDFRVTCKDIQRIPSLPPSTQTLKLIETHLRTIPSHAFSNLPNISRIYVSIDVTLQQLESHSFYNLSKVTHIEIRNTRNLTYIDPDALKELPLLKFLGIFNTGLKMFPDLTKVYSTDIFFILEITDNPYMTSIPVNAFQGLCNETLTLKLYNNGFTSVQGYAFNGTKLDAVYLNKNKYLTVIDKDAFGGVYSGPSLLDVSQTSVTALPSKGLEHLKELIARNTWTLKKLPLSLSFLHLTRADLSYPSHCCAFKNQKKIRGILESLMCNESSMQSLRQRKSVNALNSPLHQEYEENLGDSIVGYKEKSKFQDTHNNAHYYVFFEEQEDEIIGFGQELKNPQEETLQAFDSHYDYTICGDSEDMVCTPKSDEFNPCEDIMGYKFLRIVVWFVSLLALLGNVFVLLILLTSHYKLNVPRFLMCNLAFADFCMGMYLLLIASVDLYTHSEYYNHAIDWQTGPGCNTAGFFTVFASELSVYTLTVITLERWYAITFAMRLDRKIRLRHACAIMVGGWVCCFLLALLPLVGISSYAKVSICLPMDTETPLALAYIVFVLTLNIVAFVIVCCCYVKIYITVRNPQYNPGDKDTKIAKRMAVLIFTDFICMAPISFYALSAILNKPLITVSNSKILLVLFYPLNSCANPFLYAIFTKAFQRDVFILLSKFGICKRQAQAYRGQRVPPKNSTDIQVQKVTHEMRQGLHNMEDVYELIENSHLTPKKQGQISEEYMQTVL
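Competitive HTRF cAMP read-out (cryptate anti-cAMP antibody, cAMP-d2; 30 min, room temperature) in freshly harvested TSHR cells. Compounds added before TSH at EC80 (4nM final), followed by 2 hours' incubation at 37 deg C.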
S-ASM inh: Inhibitors of Secretory Acid Sphingomyelinase (S-ASM): qHTS. placental ASM, HMU-PC fluorogenic substrate, 60 min. Potency, µM (doses to about 57.5 µM), without a hit: at the highest dose activity change, negative = inhibition, hits mostly inhibitors. Sphingomyelin phosphodiesterase (Homo sapiens), P17405. actives 0.006% (n = 340,000). AID 504937, 2011; also: potency is read from the fitted curve at half-maximal effect
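Human placenta-derived ASM preincubated with compound 10 min at room temperature, then reacted with 9 uM (final) fluorogenic HMU-PC substrate for 60 min at 37 C. Stop solution raises pH to 10; fluorescence read at Ex 386/Em 447 nm.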
Tb PFK block: qHTS Assay to Find Inhibitors of T. brucei phosphofructokinase | actives 0.17% (n = 330,000) | T. brucei PFK, ADP-Glo luminescence | Potency, µM (titrated, usually from 57.5 µM), inactives show top-dose activity, negative = inhibition, hits mostly inhibitors | ATP-dependent 6-phosphofructokinase (Trypanosoma brucei brucei), O15648;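 also: potency is read from the fitted curve at half-maximal effect; 0% = uninhibited 1x PFK enzyme wells and -100% = no-enzyme wells; nearly all actives have a fitted effect of over 60% in size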
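1.25 nM PFK with 0.5 mM F6P and 0.1 mM ATP in 0.1 M TEA pH 8.0, 5 mM MgCl2, incubated 45 min at room temperature; ADP measured by ADP-Glo luminescence; compounds titrated up to 57 uM.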
PTAP TSG101 blk: qHTS Assay for Iinhibitors of HIV-1 Budding by Blocking the Interaction of PTAP/TSG101; Tumor susceptibility gene 101 protein (Homo sapiens), Q99816; Fluorescence polarization, FITC-PTAP peptide / Tsg101 binding; Potency, µM (titrated, usually from 115 µM), inactives show at the top dose activity change, negative = inhibition, most hits filed as inhibitors; 340,000 tested, under 10 active; AID 493005, 2010; active = well fitted inhibition curve with a large enough effect in the main read-out, with a control signal flat, not every such curve was filed as active; inconclusive = small, poorly fitted or top-dose-only effect, or effect the other way, or a change in a side signal; inactive = no such curve, though single readings can be large or run the other way; also: potency is read from the fitted curve at half-maximal effect; % of control where 0% means no effect
Target sequence (Q99816 whole entry, looked up): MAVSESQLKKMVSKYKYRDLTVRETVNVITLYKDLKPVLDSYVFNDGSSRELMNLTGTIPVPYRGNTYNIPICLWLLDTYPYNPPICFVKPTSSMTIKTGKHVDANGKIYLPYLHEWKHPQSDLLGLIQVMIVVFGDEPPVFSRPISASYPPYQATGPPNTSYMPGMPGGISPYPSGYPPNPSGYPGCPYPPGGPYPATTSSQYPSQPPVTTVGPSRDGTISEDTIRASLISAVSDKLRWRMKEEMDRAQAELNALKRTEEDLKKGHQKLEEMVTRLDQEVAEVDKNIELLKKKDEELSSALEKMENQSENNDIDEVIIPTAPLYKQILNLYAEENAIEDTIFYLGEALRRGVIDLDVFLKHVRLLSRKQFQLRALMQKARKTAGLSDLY
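Fluorescence anisotropy tracks displacement of a FITC-tagged PTAP peptide (50 nM) from the Tsg101 binding domain (10 uM), following a 20 min room-temperature incubation at pH 7.5.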
ELG1 DNA repair: qHTS screen for small molecules that inhibit ELG1-dependent DNA repair in human embryonic kidney (HEK293T) cells expressing luciferase-tagged ELG1; HEK293T ELG1-luciferase reporter, luminescence, 16 h; DNA damage induced by 5-fluorouridine; Potency, µM (series often up to 46.1 µM), for the others: at the top dose activity change, negative = inhibition, hits mostly inhibitors; actives 2.3% (n = 330,000); AID 504467, 2011; also: potency is read from the fitted curve at half-maximal effect; % is scaled to controls: 0 for no effect and ±100 for the full control effect; nearly all actives have a fitted effect of over 55% in size
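Luminescence from the luciferase reporter, measured 30 min after ONE-Glo reagent at room temperature, was the read-out. Beforehand, 2,000 cells per well were exposed for 16 hr at 37 °C to 5-fluorouridine together with compound or vehicle.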
Active calls of the source: *; ? = inconclusive; . = no result given; [ ] = remark or other dose. Unless noted, calls follow the shape of the dose curve; as a rule, active = well fitted curve in the direction sought with a large enough effect; inconclusive = small, poorly fitted or top-dose-only effect, or another doubt; inactive = no such curve, though single readings can be large; an effect the other way counts as inactive or inconclusive.

SMILES	a7 integrin act	Mito fusion yeast	A-T KAP1 phos	TCR act	Eya2 phos inh	Chronic BCR inh	TSHR antag	S-ASM inh	Tb PFK block	PTAP TSG101 blk	ELG1 DNA repair
CC1(C)c2ccccc2N2CC(=O)N(CC(N)=O)C21C (stereo not given)	-4%	11%[0.369 µM]	-1%	-119%	-1%	?	15	1%	-17%	21%	9%
CCCc1cc(=O)oc2cc(C)cc(OCC(=O)NCc3cccnc3)c12	-13%	8%	-2%	-2%	6%	-3%	3	1%	-1%	-3%	0%
CCOC(=O)Cn1c2ccc(C)cc2c2nc(C)sc21	-20%	4%	-1%	.	-25%	-14%	-1	-3%	6%	0%	10%
COc1cc(OC)c2c(-c3cccc(-c4cccc(N)c4)c3)cc(=O)oc2c1	-13%	.	5%	-5%[46.1 µM]	-13%	?	0	-4%	0%	-1%	?
Cc1ccc(OCC(=O)N(Cc2cccc(F)c2)C2CCS(=O)(=O)C2)cc1 (stereo not given)	?	0%	0%	-9%	-1%	?	-17	-5%	-3%	-3%	10%
CC1=Nc2ccccc2N=C(NC(=O)c2ccccc2)C1c1ccccc1 (stereo not given)	10%	24%	2%	1%	-18%	?	0	-4%	1%	-1%	?
CNS(=O)(=O)c1cccc(C(=O)NCC2CCCCC2)c1	-28%	-7%	4%	3%	-4%	-8%	8	4%	0%	-4%	7%
O=C(O)/C=C/c1cn(Cc2ccccc2)nc1-c1cccs1	-11%	-5%	-2%	.	7%	0%	2	2%	2%	-1%	-14%
CCn1ncc(Br)c1C(=O)Nc1ccccc1C(F)(F)F	-1%	-9%	-1%	7%	-14%	2%	16	0%	-1%	-2%	4%
COCCCNc1ncnc2c1sc1nc(-c3ccco3)c3c(c12)CC(C)(C)OC3	-15%	12%	-3%	-5%	10%	7%	-8	150%[activator]	0%	-1%	?
S=C(NCCc1ccccc1)NCC(c1ccco1)N1CCCCC1 (stereo not given)	-13%	1%	-7%	-1%	5%	2%	8	3%	-5%	-3%	-15%
CCN(CC)S(=O)(=O)c1cccc(-c2nnc(SCC(=O)NC)n2CCc2ccccc2)c1	0%	4%	1%	1%	-6%	-3%	-1	0%	2%	-10%	-4%
CC(=O)N1C(=O)CC(C)N(C(C)=O)c2ccc([N+](=O)[O-])cc21 (stereo not given)	2%	-4%	0%	-1%[46.1 µM]	0%	0%	19	4%	1%	-8%	?
CCn1cc(C(=O)NCc2ccc(Cl)cc2)c(=O)c2cc(S(=O)(=O)N(C)C)ccc21	6%	3%	5%	-3%	4%	-5%	19	-23%	-2%	-7%	?
COC(=O)c1cc2sccc2n1CC(=O)Nc1cccc(SC)c1	2%	9%	.	-3%	.	.	.	0%	.	-3%	.
COC(=O)CCCNC(=O)c1ccc2oc(CCCc3ccccc3)nc2c1	-1%	7%	4%	.	-6%	-1%	0	-2%	-5%	-1%	?
COc1ccc(-c2c[n+]3c(n2-c2ccccc2)CCCCC3)cc1	-48%[inhibitor]	2%	1%	4%[46.1 µM]	-9%	3%	-10	2%	1%	-3%	?
Cn1c(SCc2ccccc2)nnc1-c1ccc2nonc2c1	-3%	-3%	5%	3%	?	-11%	5	-3%	-2%	-2%	?
O=C(NCCCN1CCOCC1)c1cc(C(=O)C2CC2)c[nH]1	3%	1%	-7%	-2%	3%	-3%	11	2%	2%	-4%	26%
N#CCSc1ncnc2sc3c(c12)CCC3	16%	0%	7%	6%	16%	-9%	-8	0%	-2%	1%	1%
O=C(CNC(=O)c1ccc(Cl)cc1)NCc1ccccn1	11%	-5%	21%	-1%	-1%	-1%	22	2%	1%	-9%	19%
O=C(NCCCc1ccccc1)c1ccc(CS(=O)Cc2ccccc2Cl)o1 (stereo not given)	0%	1%	2%	0%	-7%	-1%	1	-1%	-6%	-4%	?
CCOC(=O)CCc1c(C)nc2cc(-c3ccccc3OC)[nH]n2c1=O	14%	-1%	3%	0%	-8%	?	-6	4%	0%	-3%	1%
C[C@H](NC(=O)C1CC(=O)N(c2ccc3c(c2)OCO3)C1)C(=O)NCc1ccco1 (stereo not given in full)	?	3%	-1%	-5%	9%	-1%	-11	-1%	0%	-2%	?
Cc1ccc(/C=N/NC(=O)CSc2nc3ccccc3[nH]2)o1	19%	6%	-2%	7%	-2%	?	19	9%	-6%	-1%	25%

Record cards (already shown). Screens in order: a7 integrin act, Mito fusion yeast, A-T KAP1 phos, TCR act, Eya2 phos inh, Chronic BCR inh, TSHR antag, S-ASM inh, Tb PFK block, PTAP TSG101 blk, ELG1 DNA repair
COCCCNc1ncnc2c1sc1nc(-c3ccco3)c3c(c12)CC(C)(C)OC3 as listed: -15%, 12%, -3%, -5%, 10%, 7%, -8, 150%[activator], 0%, -1%, ?
CCCc1cc(=O)oc2cc(C)cc(OCC(=O)NCc3cccnc3)c12 as listed: -13%, 8%, -2%, -2%, 6%, -3%, 3, 1%, -1%, -3%, 0%

Later entries.
SMILES	a7 integrin act	Mito fusion yeast	A-T KAP1 phos	TCR act	Eya2 phos inh	Chronic BCR inh	TSHR antag	S-ASM inh	Tb PFK block	PTAP TSG101 blk	ELG1 DNA repair
O=C(Cn1c(CN2CCCCC2)nc2ccccc2c1=O)Nc1ccccc1	-19%	-1%	4%	.	22%	16%	15	1%	-1%	-5%	-5%
O=C(CN1CCN(c2ccc(O)cc2)CC1)Nc1ccc(SC(F)F)cc1	3%	?	-1%	-1%	-11%	-3%	-6	3%	?	-1%	9.2µM*
Cc1c(NC(=O)c2ccc(Cl)c([N+](=O)[O-])c2)cccc1-n1cnnn1	-18%	.	-4%	2%[46.1 µM]	5%	2%	-17	-3%	?	-2%	?
CSc1ccc(/C=C/C(=O)N2CCN(c3ccccn3)CC2)cc1	-21%	-1%	5%	5%	-24%	?	-12	0%	6%	-5%	1%
Nc1ccc2nc(-c3cccnc3)[nH]c2c1	15%	0%	-6%	-3%[46.1 µM]	-8%	-4%	-37	11%	0%	-1%	22%
COc1ccc(C(=O)N[C@H](C(=O)Nc2nc3ccccc3[nH]2)C(C)C)cc1	-14%	-1%	-1%	5%	-16%	?	6	13%	0%	0%	?
O=C(C1CCN(S(=O)(=O)c2cnc[nH]2)CC1)N1CCn2c1nc1ccccc12	-45%	2%	0%	5%	-3%	4%	-9	-1%	4%	-4%	13%
CCC(CC)c1nnc(NC(=O)c2cc(-c3ccccc3)nc3ccccc23)s1	6%	6%	-4%	-5%[46.1 µM]	-12%	-1%	-39	1%	1%	-5%	5%
Cc1nc2ccccc2n1CCc1nc2c3ccccc3nc(=S)n2[nH]1	24%	-1%	.	14%	0%	-29%	-7	5%	2%	-4%	4%
CC(C)Cn1c(/C=C/c2ccccc2)nc2ccccc21	-7%	?	6%	-5%[46.1 µM]	-7%	-1%	-26	181%[activator]	8%	-4%	?
CCOc1cc(CNC(C)(C)CO)cc(Br)c1OCc1ccc(Cl)cc1Cl	-56%[inhibitor]	-25%	-16%	.	-17%	16%	14	-28%	1%	-6%	-14%
Cc1cc(C(=O)CCC(=O)NCC(=O)Nc2c(C)cccc2C)c(C)s1	31%	.	8%	-1%	-30%	-1%	.	0%	3%	2%	-25%
COc1ccc(NC(=O)CSc2nc(C)cc(C(F)(F)F)n2)cc1	8%	-2%	0%	0%	14%	-9%	-10	2%	-1%	-10%	7%
CSc1ccc(CN(C)CC(=O)NC(=O)NC(C)(C)C)cc1	-7%	7%	5%	-5%	3%	0%	5	1%	0%	-2%	-20%
